Apoferritin bind = candidate novel general anesthetic via apoferritin binding; P02791; apoferritin/1-aminoanthracene competitive binding, fluorescence; Potency, µM (titrated, usually from 77.5 µM), without a hit: at the highest dose activity change, negative = displacement, hits mostly inhibitors; actives 0.074% (n = 350,000); AID 485281; also: potency is read from the fitted curve at half-maximal effect; % is scaled to controls: 0 for no effect and ±100 for the full control effect; nearly all actives have a fitted effect of over 20% in size
Target sequence (P02791 2-175 limits assumed): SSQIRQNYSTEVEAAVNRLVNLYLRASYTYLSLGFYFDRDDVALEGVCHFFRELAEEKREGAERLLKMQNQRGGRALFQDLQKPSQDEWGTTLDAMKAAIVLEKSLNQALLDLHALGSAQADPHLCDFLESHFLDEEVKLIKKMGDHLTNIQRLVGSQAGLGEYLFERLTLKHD
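10 uM apoferritin + 50% sat. 1-AMA, PBS; cpd 10 min RT; Ex380/Em535 endpoint; normalized to free probe vs complex; 4-param Hill fit; propofol titration as pos. ctrl.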
APE1 inh = APE1 (human) endonuclease inhibition | recombinant APE1, TAMRA/BHQ-2 abasic DNA cleavage fluorescence | Potency, µM (titrated, usually from 65.8 µM), inactives show top-dose activity change, negative = inhibition, hits mostly inhibitors | actives 0.35% (n = 350,000);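 also: potency is read from the fitted curve at half-maximal effect; plate controls were vehicle for no effect and reference inhibitor for full effect; nearly all actives have a fitted effect of over 55% in size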
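Readout is kinetic fluorescence (ex 525, em 598 nm) from cleavage of 50 nM TAMRA/BHQ-2 THF abasic duplex by 0.75 nM APE1, compound added 15 min beforehand at RT.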
POLH inh = blocks human DNA polymerase eta activity; Potency, µM (doses to about 114 µM), inactives show at the top dose activity change, negative = inhibition, actives largely listed as inhibitors; Q9Y253; AID 588591; recombinant Pol eta, fluorescent DNA replication assay; actives 1.2% (n = 390,000); also: potency is read from the fitted curve at half-maximal effect; % is scaled to controls: 0 for no effect and ±100 for the full control effect
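Pol eta at 10 nM preincubated with compounds 15 min at room temperature; reaction started with fluorescent substrate (50 nM final) and read kinetically at 0 and 10 min.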
Pol beta inh = inhibitors of human DNA polymerase beta. AID 485314. actives 1.3% (n = 340,000). P06746. Potency, µM (series often up to 114 µM), for the others: top-dose activity change, negative = inhibition, usual class: inhibitors. Pol beta primer extension/strand displacement, fluorescence kinetic; also: potency is read from the fitted curve at half-maximal effect; % is scaled to controls: 0 for no effect and ±100 for the full control effect
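Human Pol beta at 10 nM; strand-displacement substrate 50 nM final. Compound exposure 15 min at room temperature before start, reaction 10 min at room temperature.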
ALOX12 inh = ALOX12 (human) lipoxygenase inhibition; actives 1.1% (n = 580,000); P18054; purified 12hLO, xylenol orange hydroperoxide absorbance; Potency, µM (top dose mostly 108 µM), for inactives: top-dose activity change, negative = inhibition, hits mostly inhibitors; AID 1671190; also: potency is read from the fitted curve at half-maximal effect; % is scaled to controls: 0 for no effect and ±100 for the full control effect
Target sequence (P18054 whole entry, looked up): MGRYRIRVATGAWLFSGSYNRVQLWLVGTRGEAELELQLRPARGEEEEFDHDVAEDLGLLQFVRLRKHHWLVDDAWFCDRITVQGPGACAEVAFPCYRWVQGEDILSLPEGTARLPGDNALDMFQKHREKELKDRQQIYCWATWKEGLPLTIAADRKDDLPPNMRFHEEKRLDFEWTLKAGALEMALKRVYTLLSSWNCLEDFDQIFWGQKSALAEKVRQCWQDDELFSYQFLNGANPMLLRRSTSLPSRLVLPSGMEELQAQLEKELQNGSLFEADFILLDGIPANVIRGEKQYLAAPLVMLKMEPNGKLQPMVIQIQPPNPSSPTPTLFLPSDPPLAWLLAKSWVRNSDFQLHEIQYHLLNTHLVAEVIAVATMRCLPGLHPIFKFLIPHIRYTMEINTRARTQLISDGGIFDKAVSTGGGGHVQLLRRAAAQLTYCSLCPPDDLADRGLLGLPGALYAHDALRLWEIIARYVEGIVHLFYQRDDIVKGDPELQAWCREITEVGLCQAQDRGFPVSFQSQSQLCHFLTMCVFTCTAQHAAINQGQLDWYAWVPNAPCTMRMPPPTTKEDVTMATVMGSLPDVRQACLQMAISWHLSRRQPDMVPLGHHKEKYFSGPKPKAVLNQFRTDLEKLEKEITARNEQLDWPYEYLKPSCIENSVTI
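Purified human 12hLO (150 nM final) in 25 mM Hepes, 0.01% Triton X-100, pH 7.0 was preincubated 15 min at room temperature with compound. Then 40 uM arachidonic acid was added, 30 min. Hydroperoxide was read by Fe-XO absorbance ratio 573/405 nm.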
Pol kappa inh = inhibitors of human DNA polymerase kappa | purified Pol kappa, fluorescent DNA synthesis assay, 10 min | Potency, µM (series often up to 107 µM), for inactives: at the top dose activity, negative = inhibition, most hits filed as inhibitors | actives 0.53% (n = 400,000) | Q9UBT6; also: potency is read from the fitted curve at half-maximal effect; % is scaled to controls: 0 for no effect and ±100 for the full control effect
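Readout: fluorescence, taken kinetically at 0 and 10 min. Conditions: 10 nM Pol kappa, 15 min RT compound preincubation, 50 nM substrate final. Controls: enzyme-free buffer wells.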
RGS4 inh = inhibitors of human regulator of G protein signaling 4; P49798; actives 0.039% (n = 390,000); AID 504845; Potency, µM (top dose mostly 114 µM), inactives show top-dose activity change, negative = inhibition, actives largely listed as inhibitors; Transcreener GDP fluorescence polarization, RGS4-accelerated GTP hydrolysis; also: potency is read from the fitted curve at half-maximal effect; % is scaled to controls: 0 for no effect and ±100 for the full control effect; nearly all actives have a fitted effect of over 75% in size; some results filed as inactive show a strong effect at the top dose
Target sequence (P49798 whole entry, looked up): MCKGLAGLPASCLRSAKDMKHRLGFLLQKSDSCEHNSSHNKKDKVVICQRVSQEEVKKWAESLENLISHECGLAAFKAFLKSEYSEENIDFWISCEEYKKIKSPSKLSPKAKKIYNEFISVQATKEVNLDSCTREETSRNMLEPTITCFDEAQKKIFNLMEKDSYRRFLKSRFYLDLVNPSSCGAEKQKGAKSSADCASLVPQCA
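MLSMR compounds (23 nl, pin-transferred) preincubated 10 min at room temperature with a 500nM (2x) first reagent, then RGS4 at 900nM (2x) plus Transcreener GDP mix added; fluorescence polarization (620/688 nm) read before and after 90 min at 30 °C.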
LDHA block = LDHA (human) enzyme inhibition; P00338; purified LDHA, NADH/diaphorase-resazurin fluorescence; stronger effect = lower value; activity change, % (values are at about 110 or 230 µM); actives 0.15% (n = 480,000); in the data active = activity change below about -30%; inconclusive = mostly about -25% to -30%;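 also: plate controls were DMSO wells for no effect and wells without enzyme for full effect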
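Resorufin fluorescence (ex540/em590), read at 0 and 20 min after diaphorase/resazurin addition, reports the NADH left after a 5 min room-temperature reaction of 2 nM human LDH5 with 0.06 mM NADH and 0.2 mM pyruvate.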
ERG-DNA inh = ERG Ets/DNA interaction inhibition | actives 0.028% (n = 370,000) | fluorescence polarization, His-ERG Ets domain / labelled DNA | P11308 | AID 624246 | Potency, µM (highest dose often 76.9 µM), for inactives: at the top dose FP activity, negative = inhibition, hits mostly inhibitors; active = well fitted inhibition curve with a large enough effect in the polarisation, with a control signal flat; inconclusive = small, poorly fitted or top-dose-only effect, or effect the other way, or a change in a side signal; inactive = no such curve, though single readings can be large or run the other way; the % refers to the polarisation;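 also: polarization taken with two DNA probes labelled with fluorescein and Texas red; potency is read from the fitted curve at half-maximal effect; % of control where 0% means no effect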
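His-tagged ERG Ets domain (1 uM in the protein solution; 300mM KCl, 50mM Tris-HCl, 1mM EDTA, 1mM DTT, pH 7.5) received compound, then a probe mix of 5 nM fluorescein-DNA and 100nM Texas-615-DNA. Fluorescence polarization was read for both dyes.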
Numbers without * were called inactive; ? = inconclusive; / = not tested or not shown; & = joins results of further samples; [ ] = dose if it differs, or a comment. Unless noted, calls follow the shape of the dose curve; as a rule, active = well fitted curve in the direction sought with a large enough effect; inconclusive = small, poorly fitted or top-dose-only effect, or another doubt; inactive = no such curve, though single readings can be large; an effect the other way counts as inactive or inconclusive.

Order of values: ERG-DNA inh	ALOX12 inh	APE1 inh	Pol beta inh	RGS4 inh	Pol kappa inh	Apoferritin bind	POLH inh	LDHA block
- CCC(=O)n1nc(-c2ccc(OC)cc2)nc1SC
  -4%	-10%&21%	-2%	3%	-5%	-13%	-11%	-9%	-9&-8
- CC(C)(C)C(=O)NC1(C(F)(F)F)NC(=O)N(Cc2ccccc2)C1=O (centres undefined)
  -6%	?	0%	9%	-32%	2%	10%	-17%	-3
- O=C(CC(Cc1ccccc1)C(=O)O)Nc1ccccc1 (centres undefined)
  1%	0%	-4%	53%	3%	-26%	4%	-18%	-6
- N#Cc1c(-c2ccc(Cl)cc2)ccn2nc(CCC(=O)O)nc12
  2%	-13%	3%	0%	-22%	2%	-5%	-10%	-2
- COc1ccc(-c2cc3nc4n(c(=O)c3s2)CCC4)cc1
  -2%	20%	1%	-16%	7%	-1%	-5%	-4%	1
- COc1cc2nc(C3CCC3)nc(N3CCN(c4ccccn4)CC3)c2cc1OC
  -1%	/	20%	19%	0%	7%	3%	-13%	3
- Cc1ccc(OCCSc2nnc(C)c(=O)n2N)cc1
  7%	1%	-1%	3%	5%	1%	-8%	-14%	-6
- O=Cc1ccc(O)cc1O
  6%	0%	22%	11%	-9%	-19%	-9%	-13%	5
- COc1ccccc1C(=O)NC(=S)Nc1ccc(NC(=O)c2cccs2)cc1
  -2%	?	2%	4%	?	-9%	-5%	-18%	-6
- COc1ccc(CNC(=O)CN2N=C(c3ccccc3)CCC2=O)c(OC)c1
  -1%	-16%	/	-1%	-1%	-1%[60.1 µM]	-19%	-7%	1
- CCCn1c(NC(=O)CSCC(=O)Nc2cc(C)on2)nc2ccccc21
  8%	1%	12%	/	-11%	-1%	/	3%	-4
- COc1ccc(N(CC(=O)N2CCC(Cc3ccccc3)CC2)S(C)(=O)=O)cc1
  16%	-7%	-3%	?	-1%	-8%	-9%	-4%	-1
- CC1(C)Cc2noc(N)c2C(C)(C)N1O
  3%	-12%	22%	-4%	3%	-20%	3%	4%	4
- CCCOc1c(Br)cc(C(N)=O)cc1OCC
  15%	-1%	3%	-1%	19%[11.4 µM]	-12%[60.1 µM]	-17%	0%	0
- CCN(c1ccc(C)cc1)S(=O)(=O)c1nnc(NC(=O)c2cccs2)s1
  -4%	0%	/	-28%	-5%	-7%	-7%	?	-5
- O=C(Cn1c(=O)cnc2ccccc21)N1CCN(S(=O)(=O)c2ccc(F)cc2)CC1
  5%	-21%	15%	/	-5%	-9%	/	-19%	-3
- COc1cccc(N(Cc2nnc3n2CCCCC3)C(=O)Nc2ccccc2)c1
  -4%&1%	0%&1%	-3%	8%&4%	13%&-26%	-4%	-7%&1%	0%&-5%	-3&-1
- CC1CCC(C(=O)NC(C(=O)NCc2cccnc2)C(C)C)CC1 (centres undefined)
  11%	-25%	4%	19%	-26%	4%	-5%	-16%	-7
- CC1=C(c2cccc(Cl)c2)S(=O)(=O)NC1=NCc1ccccc1C
  8%	-19%	/	3%	-23%	3%	4%	-17%	3
- O=C(CN1CCSCC1)c1c[nH]c2ccccc12
  4%	-5%	2%	5%	-1%	-2%	-12%	-7%	-3
- COc1cccc(OC)c1C(=O)Nc1nnc(-c2cccs2)s1
  12%	-12%	0%	34%	-17%	-2%	-7%	-6%	-3
- O=C(CCC(=O)OCC(F)(F)C(F)F)Nc1ccccc1F
  0%	8%	5%	-9%	-11%	2%	-7%	-20%	-4
- N#Cc1ccc(NC(=O)Cn2cnc(S(=O)(=O)N3CCCC3)c2)cc1
  -10%	17%	-7%	8%	37%	2%	5%	-2%	-6
- CCc1cccc(NC(=O)C2Cc3ccccc3N2C(=O)c2ccccc2)c1 (centres undefined)
  7%	-28%	/	-1%	4%	-17%[60.1 µM]	54%[activator]	-9%	-1
- Cc1ccc(NC(=O)c2ccc(F)c(S(=O)(=O)NCCc3ccccc3)c2)cc1F
  -2%	-13%	/	0%	-9%	-2%[60.1 µM]	?	-26%	-1
- CCOC(=O)CCNC(=O)N1CCCC(C(=O)c2cccc(OC(C)C)c2)C1 (centres undefined)
  -2%	-24%	0%	33%	-5%	-4%	-9%	-15%	-2
- O=C(CSc1cccc2cccnc12)Nc1cc(C(=O)O)cc(C(=O)O)c1
  -7%	25µM*	4%	3%	1%	-24%	-2%	-2%	-6
- O=S(=O)(NCc1csc(-c2cccs2)n1)c1cccs1
  11%	?	-11%	2%	14%	-5%	6%	-5%	-7
- Cc1ccc(N2CCN(c3nc4ccccc4c4nnc(C)n34)CC2)c(C)c1
  7%	-19%	/	0%	31%	-15%	-5%	-8%	-13
- CCC(=O)c1cn(CCOc2ccccc2OC)c2ccccc12
  9%	11%	-2%	14%	21%	-5%	-1%	-4%	-1
- O=C(c1ccccc1)N1CCN(CC(O)COc2cccc3ccccc23)CC1 (centres undefined)
  -2%	0%	-7%	-2%	13%	8%	-9%	-16%	1
- COc1ccc(NC2CCCN(C(=O)c3cccc(N4CCNC4=O)c3)C2)cc1 (centres undefined)
  -2%	-10%	17%	5%	-8%	1%	-10%	-6%	1
- CC1CCc2c(sc(NC(=O)COC(=O)c3ccc(NC(=O)CC#N)cc3)c2C#N)C1 (centres undefined)
  10%	-4%	-6%	/	6%	2%	/	9%	-13
- N#Cc1cc(-c2ccccc2)cnc1Sc1ccccc1
  -13%	1%	19%	-16%	3%	-12%	-12%	-22%	-2
- Cc1cccc2sc(N3CCN(C(=O)c4cccs4)CC3)nc12
  1%	-13%	2%	/	-4%	-14%	/	-15%	-2
- CC(/C=C/c1ccco1)=N\NC(=O)c1cccc(Cl)c1
  -12%	-12%	7%	25%	-35%	-8%	-11%	-12%	-2
- O=C(CCC(=O)c1cccs1)Nc1nnc(C2CC2)s1
  -3%	-7%	0%	?	27%	-2%	-3%	7%	-13
- ONC(=Nc1ccccc1)c1ccccc1Cl
  -1%	?	-4%	7%	11%	-4%	-12%	-8%	-5
- OCCC1CN(Cc2cn[nH]c2C2CCCCC2)CCN1Cc1ccccc1 (centres undefined)
  -7%	-3%	-1%	?	-4%	9%	-5%	-20%	-2
- CSc1ccc(S(=O)(=O)Nc2ccc(OCC(=O)N3CCOCC3)cc2)cc1
  4%	?	6%	18%	-21%	-3%	-12%	-20%	-4
- CCOCCCNC(=S)N1CCC(C(=O)c2ccc3c(c2)OCCO3)CC1
  1%	-5%	-4%	3%	-7%	0%	-12%	-28%	-5
- CC(=O)Nc1ccc(C)cc1-c1nc2ccccc2n(CC(=O)c2ccc(Cl)cc2)c1=O
  0%	?	/	6%	-19%	6%	-12%	-13%	1
- Clc1ccc(-c2nnc(NC3=NCCCCC3)o2)cc1
  2%	2%	-4%	19%	25%	-12%	-17%	-13%	5
- CCNC(=O)Nc1cc(OC)c(OC)cc1C(=O)O
  10%	-4%	21%	10%	24%	-10%	-3%	6%	-5
- COc1ccccc1C(=O)NC(CCSC)C(=O)OCC(=O)N1CCN(S(=O)(=O)c2ccc(C)cc2)CC1 (centres undefined)
  /	?	/	/	-7%	-3%	/	-3%	-4
- O=C(O)/C(=N/NC(=O)c1ccc(Cl)cc1)c1ccccc1
  -1%	445%[activator]	1%	25µM*	5%	1%	-11%	-14%	-3
- O=C(CCS(=O)(=O)c1cccs1)NC1CCCCCC1
  2%	0%	-1%	0%	-3%	8%	-10%	-13%	-7
- Cc1ccc(NC(=O)CS(=O)CC(=O)NCCCc2ccccc2)cc1Cl (centres undefined)
  /	-5%	14%	?	-29%	-2%	?	-4%	1
- CCCC(=O)NC(=S)Nc1ccc(C(C)=O)cc1
  -1%	-24%	10%	-15%	-33%	-3%	3%	-15%	-2
- O=c1c2ccccc2ccc2ccccc12
  1%	134%[activator]	7%	/	3%	10%	/	-19%	-2
- Cc1ccc(/C=N/Nc2ccccn2)s1
  7%	?	44%[activator]	2%	1%	-9%	-4%	-15%	-7
- S=C(NCCc1ccccc1)Nc1ccc(Br)cn1
  2%	?	2%	-11%	4%	-7%	6%	-9%	-9
- Cc1ccsc1C(=O)Nc1ccc(O)c(-c2nc3ccccc3s2)c1
  -2%	45%[activator]	?	?	6%	-3%	23%	7%	-3
- Cc1ccc(NC(=O)c2sc3ncn(CC(=O)N4CCOCC4)c(=O)c3c2C)c(Br)c1
  0%	-3%	-14%	84%	-29%	7%	-1%	-15%	-1
- CCOc1ccccc1OCCCC(=O)Nc1ccc(S(=O)(=O)Nc2cc(C)nc(C)n2)cc1
  11%	10%	/	/	3%	2%	/	-13%	0
- Clc1ccccc1CNc1nc2ccccc2n2cnnc12
  -2%	-2%	-7%	12%	41%	-8%	1%	-2%	-6

A portion of the library; rates above refer to the full screens.
